CCR6 antagonist: CCR6 (human) receptor antagonism. AID 493098. inhibition, % at 20 µM. 340,000 compounds, 0.49% hits. CHO-K1 CCR6 PathHunter beta-arrestin, luminescence, CCL20-stimulated;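 active means compounds whose inhibition of the agonist-driven luminescence signal at 20 µM reaches about 50%, limit read from the data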;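 further: cells stimulated with CCL20 at 14 nM final; plate controls were DMSO with CCL20 for no effect and DMSO without agonist for full effect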
Target sequence (P51684 whole entry, looked up): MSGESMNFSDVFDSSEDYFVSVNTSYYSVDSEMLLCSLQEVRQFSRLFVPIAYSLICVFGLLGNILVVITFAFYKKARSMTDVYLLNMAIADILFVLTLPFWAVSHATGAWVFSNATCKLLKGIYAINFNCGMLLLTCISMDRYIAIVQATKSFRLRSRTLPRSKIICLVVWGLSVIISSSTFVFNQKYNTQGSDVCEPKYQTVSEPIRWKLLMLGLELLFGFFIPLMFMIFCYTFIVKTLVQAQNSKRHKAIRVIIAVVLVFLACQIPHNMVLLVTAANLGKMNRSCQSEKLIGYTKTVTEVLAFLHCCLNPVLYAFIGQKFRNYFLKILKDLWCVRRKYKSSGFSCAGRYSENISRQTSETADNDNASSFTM
APOBEC3G inh: blocks human APOBEC3G single-stranded DNA deamination. recombinant A3G, ssDNA deamination FAM/TAMRA fluorescence. 330,000 compounds, 0.28% hits. inhibition, % at 20 µM. Q9HC16. AID 493012;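 active means inhibition of at least 40% at 20 µM, with no more than 30% in the related APOBEC3A deaminase screen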;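 further: plate controls were DMSO wells with A3G for no effect and wells lacking A3G enzyme for full effect; some compounds called inactive have numbers as strong as hits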
GRIN3A LBD mod: NR3A (human) ligand-binding domain modulation | AID 1259313 | NR3A LBD differential scanning fluorimetry, Tm shift; 0% = protein alone, 100% = glycine-bound protein | 340,000 compounds, 2.5% hits | Tm shift relative to glycine control, % at 25 µM;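 active means melting temperature shift of at least 10% of the positive control shift, at one fixed dose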
CXCR6 inh: blocks human CXCR6 beta-arrestin recruitment; O00574; CHO-K1 PathHunter CXCR6 beta-arrestin, luminescence; inhibition, % at 20 µM; 360,000 compounds, 0.36% hits; AID 602244; in the data active means inhibition above about 34%, passing the limit was not always enough;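 further: antagonist mode with CXCL16 agonist at 10 nM final; 0% = 10 nM CXCL16 with DMSO and 100% = unstimulated wells without agonist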
Target sequence (O00574 whole entry, looked up): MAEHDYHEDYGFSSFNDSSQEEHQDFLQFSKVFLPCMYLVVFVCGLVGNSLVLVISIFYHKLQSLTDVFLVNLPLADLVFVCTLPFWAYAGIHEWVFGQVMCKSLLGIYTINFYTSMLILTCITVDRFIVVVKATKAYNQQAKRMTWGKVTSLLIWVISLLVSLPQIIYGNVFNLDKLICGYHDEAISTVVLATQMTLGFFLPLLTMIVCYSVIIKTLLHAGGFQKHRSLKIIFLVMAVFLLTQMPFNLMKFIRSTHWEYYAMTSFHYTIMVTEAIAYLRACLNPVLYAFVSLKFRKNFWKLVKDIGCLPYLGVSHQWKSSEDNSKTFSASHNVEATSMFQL
EBI2 antag: EBI2 (human) antagonism. P32249. EBI2 beta-arrestin recruitment, luminescence, 7a,25-OHC stimulated. inhibition, % at 5 µM. 360,000 compounds, 0.81% hits. AID 651636; in the data active means inhibition above about 38%;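 further: enzyme fragment complementation signal reports receptor beta-arrestin coupling in cells; 0% = agonist plus DMSO wells and 100% = wells without agonist; some results beyond the cut were filed as inactive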
MPTP inh: blocks calcium-induced mitochondrial swelling; AID 602449; 360,000 compounds, 1.4% hits; isolated mouse mitochondria, Ca2+ swelling absorbance, 30 min; inhibition, % at 10 µM;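 active means inhibition of 50% or more, scaled per plate between neutral and stimulator controls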;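 further: 0% = DMSO wells given calcium and 100% = 1 mM EGTA wells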
Gli-Sufu block: antagonists of Gli-Sufu signaling; 340,000 compounds, 0.74% hits; Sufu-KO-LIGHT fibroblasts, Gli luciferase reporter luminescence; inhibition, % at 5 µM;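 active means inhibition above about 55%, limit read from the data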;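 further: 0% = DMSO-treated cells and 100% = wells with medium but no cells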
A3A deaminase: inhibitors of human APOBEC3A DNA deaminase; recombinant A3A, FAM/TAMRA ssDNA deamination fluorescence; 330,000 compounds, 0.41% hits; inhibition, % at 20 µM; P31941;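 active means at least 40% inhibition at 20 µM here, with at most 30% in a related deaminase screen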;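 further: plate controls were A3A with DMSO for no effect and wells lacking A3A enzyme for full effect; some results filed as inactive read as strong as hits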
Target sequence (P31941 whole entry, looked up): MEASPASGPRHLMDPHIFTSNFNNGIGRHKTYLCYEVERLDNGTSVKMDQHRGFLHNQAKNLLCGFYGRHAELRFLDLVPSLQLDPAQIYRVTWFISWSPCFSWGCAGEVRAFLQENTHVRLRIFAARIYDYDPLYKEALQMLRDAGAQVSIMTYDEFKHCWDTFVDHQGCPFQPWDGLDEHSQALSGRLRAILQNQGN
Active calls of the source: *; nt = not tested or not shown.

Every second line gives: CCR6 antagonist	APOBEC3G inh	GRIN3A LBD mod	CXCR6 inh	EBI2 antag	MPTP inh	Gli-Sufu block	A3A deaminase
> NNC(=S)Nc1ccc(C(F)(F)F)cc1Cl
  31	4	-1	47*	-1	2.4	-10	0
> Cc1cc(NC(=O)CN2CC(C)OC(C)C2)n(-c2nc3ccccc3s2)n1 (centres undefined)
  8	-2	2	4	18	0.9	3	-1
> O=C(O)C1Nc2c(C(F)(F)F)ccc(Cl)c2C2C=CCC12 (centres undefined)
  0	3	-1	1	13	0.8	1	10
> CCOc1ccc(S(=O)(=O)N(CC)CC)cc1NC(=O)CSCc1c(C)noc1C
  1	-10	-2	1	-1	-1.6	4	1
> CCc1ccc2nc3c(c(C(=O)O)c2c1)CCC3
  -18	2	-2	-4	-7	1.0	-1	7
> CCOc1ccc(N=CNc2ccc(OCC)cc2)cc1
  23	13	2	-14	56*	8.3	0	-6
> O=C(Cc1ccc(Cl)cc1)N/N=C/c1ccncc1
  4	-3	0	-22	-6	1.7	-7	-2
> Cc1ccc2nc(NC(=O)COC(=O)c3cccnc3)sc2c1
  -1	-9	-1	-6	1	-1.1	-38	-4
> CC(NS(=O)(=O)c1ccc2c(c1)OCCO2)c1ccccc1 (centres undefined)
  11	2	-1	-1	-2	1.6	-3	1
> CCc1ccccc1NC(=O)CC(NCc1ccccc1)C(=O)O (centres undefined)
  6	-4	3	8	2	-0.5	-5	-3
> Cc1cc(C)n(CCc2nc(-c3ccc(C(C)(C)C)cc3)cs2)n1
  18	-1	12*	-12	5	31	15	2
> Cc1cccn2c(=O)c3cc(S(=O)(=O)c4ccccc4)c(=N)n(Cc4cccnc4)c3nc12
  18	1	-2	2	10	0.2	9	3
> CC(=O)c1cccc(NC(=O)N2C3CCC2CC(NC(=O)Nc2ccccc2)C3)c1 (centres undefined)
  5	0	2	-5	0	1.9	0	0
> CN(C)S(=O)(=O)c1ccc(-c2csc(-c3cccnc3)n2)cc1
  29	-3	0	-10	12	-2.0	-4	2
> CC1Sc2ccc(S(=O)(=O)CCC(=O)N3CCCC3)cc2NC1=O (centres undefined)
  7	0	-2	1	-9	-3.5	5	-3
> CN1C(=O)NC(c2ccc(O)cc2)C(C(=O)c2cccs2)C1(O)C(F)(F)F (centres undefined)
  -2	-1	-1	-6	-2	-1.4	4	-4
> COc1ccc(C(=O)NCCS(=O)(=O)NCc2cccnc2)cc1
  -2	-4	-2	0	4	-1.7	-11	-1
> Cc1cc(C)c(S(=O)(=O)N2CCN(C(=O)C3COc4ccccc4O3)CC2)c(C)c1 (centres undefined)
  15	-6	3	15	88*	-2.3	10	-3
> Cc1nn(Cc2c(Cl)cccc2Cl)c(C)c1C(=O)NCc1ccc(C)n1C
  5	-2	-2	-1	-2	-7.1	17	1
> Cn1cnnc1SCc1ccc(C(=O)N/N=C(/CCC(=O)O)c2ccc(C(C)(C)C)cc2)cc1
  14	nt	-1	0	-7	-0.5	-2	nt

The final three records of the section above are carried over, then new ones follow:
Every second line gives: CCR6 antagonist	APOBEC3G inh	GRIN3A LBD mod	CXCR6 inh	EBI2 antag	MPTP inh	Gli-Sufu block	A3A deaminase
> Cc1cc(C)c(S(=O)(=O)N2CCN(C(=O)C3COc4ccccc4O3)CC2)c(C)c1 (centres undefined)
  15	-6	3	15	88*	-2.3	10	-3
> Cc1nn(Cc2c(Cl)cccc2Cl)c(C)c1C(=O)NCc1ccc(C)n1C
  5	-2	-2	-1	-2	-7.1	17	1
> Cn1cnnc1SCc1ccc(C(=O)N/N=C(/CCC(=O)O)c2ccc(C(C)(C)C)cc2)cc1
  14	nt	-1	0	-7	-0.5	-2	nt
> O=C(c1ccco1)N(Cc1ccc(Cl)cc1)C1CCS(=O)(=O)C1 (centres undefined)
  10	-5	2	8	-12	-1.9	-8	-3
> Cc1ccc(OCC(=O)NNC(=S)NC(=O)c2ccc(Br)o2)c(C)c1
  42	-3	-9	14	-4	4.0	-7	-5
> CC(C)CCC(CCNCc1ccccn1)c1ccc2c(c1)OCO2 (centres undefined)
  20	-6	0	9	12	0.4	37	1
> COCCSc1nnc(NC(=O)C2CCCO2)s1 (centres undefined)
  2	-3	2	4	-7	0.0	-12	-1
> CCOc1ccc(N2CC(C(=O)NNC(=O)c3ccc(Br)cc3)CC2=O)cc1 (centres undefined)
  -12	-2	-2	5	14	-0.6	1	1
> CCCCNC(=O)c1onc(CSc2cccc(F)c2)c1C(=O)O
  -10	-9	-4	8	-4	1.2	-7	-3
> CCOC(=O)C1CCCN(C(=O)c2cc3c(-c4cccc(OC)c4)nn(C)c3s2)C1 (centres undefined)
  -6	2	-2	3	20	-0.1	-3	3
> Cc1noc(C)c1CSCC(=O)N1CCN(c2ccc(F)cc2)CC1
  13	-5	-3	9	3	7.9	24	-3
> COc1ccc(C(=O)Nc2nnc(S(=O)(=O)N(C)Cc3ccc(F)cc3)s2)cc1OC
  8	-2	4	0	-12	0.4	-5	-2
> CC(C)OCCCNC(=O)c1cccc(NC(=O)c2ccccc2)c1
  9	-1	4	1	-7	27	-1	-1
> O=S(=O)(c1ccc2c(c1)OCCO2)N1CCC(O)(c2ccc(Cl)cc2)CC1
  12	0	-5	-6	5	2.1	2	1
> Cc1ccc(C(=O)NCCNS(=O)(=O)c2ccccc2)cc1
  15	-6	2	6	-7	-1.2	1	1
> Cc1ccc(SCC(=O)NNC(=O)c2ccccc2)cc1C
  -12	-9	-1	7	3	-1.3	-15	2
> CC(=O)c1ccc(S(=O)(=O)N2CCN(CCOc3ccc(Br)cc3)CC2)cc1
  10	-4	-4	-7	90*	-0.8	10	1
> COCCN(CCOC)S(=O)(=O)NC[C@H]1O[C@@H](n2cnc3c(N)ncnc32)[C@H](O)[C@@H]1O
  14	-2	-2	-10	-1	-1.0	-9	-1
> O=C(COC(=O)/C=C/c1cccc(Br)c1)NCc1cccs1
  15	-5	2	-5	-1	0.4	2	0
> Cc1noc(NS(=O)(=O)c2ccc(NC(=O)c3cc(-c4ccccc4Cl)nc4ccccc34)cc2)c1C
  16	-6	0	13	5	0.5	-4	-1
> C#CCNC(=O)C1=C[C@H](c2csc3ccccc23)C[C@H](OCCCCO)O1
  12	-3	-2	7	10	0.4	18	-1
> CCOc1ccc(C2C(=O)N(C3CCCCC3)CC(=O)N2CC2CCCO2)cc1OC (centres undefined)
  -4	-5	-1	8	-5	0.0	-18	-1
> O=C(CNC(=O)c1ccccc1F)NCCN1C(=O)S/C(=C\c2ccc3c(c2)OCO3)C1=O
  9	-3	-2	-10	-7	0.2	1	2
> Cc1ccc(C(=O)C2=C(O)C(=O)N(CC3CCCO3)C2c2ccccc2F)o1 (centres undefined)
  1	-3	-1	7	3	2.2	-11	-1
> COC(=O)C(C)Sc1nc2c(c(=O)[nH]c(=O)n2C)n1CCC(C)C (centres undefined)
  -16	-1	-1	2	8	-6.6	1	-9
> COc1cccc(CN2CC(C(=O)NCCN3CCOC3=O)CCC2=O)c1 (centres undefined)
  6	-1	1	-3	-5	-1.1	-11	-5
> Cc1oc2c(cc(NS(=O)(=O)c3ccc(F)cc3)c3ccccc32)c1C(=O)O
  -30	-7	-10	-15	6	1.4	-2	3
> O=C1N=C(N2CCCCC2)SC1=C1CCCC1
  -14	-1	-2	4	-13	1.0	-19	2
> CCCc1c(O)c2ccccc2n(-c2ccccc2)c1=O
  -11	-1	1	-5	-6	-1.0	2	-4
> O=C(Cn1c(=O)oc2cccnc21)Nc1ccc(C(F)(F)F)cc1
  -1	-7	-1	-17	-3	1.2	-14	-1
> O=[N+]([O-])c1ccc(Cl)c(S(=O)(=O)/N=C(/c2ccccc2)N2CCOCC2)c1
  -9	-2	0	-18	-3	0.7	-3	2
> Cn1nc(CC(=O)NC2CCCCC2)c2ccccc2c1=O
  -4	2	1	-2	3	1.9	7	4
> COc1ccccc1-c1nc2c(c(SCC(=O)N3CCCCC3)n1)Cc1c(CO)cnc(C)c1O2
  7	-4	-2	4	-6	-1.2	3	-2
> Cc1nnc(SC(C)C(=O)Nc2ccc(S(=O)(=O)N3CCCCC3)cc2)s1 (centres undefined)
  0	-1	-1	-2	-9	-0.7	1	2
> FC(F)(F)c1cc(C(F)(F)F)c2ccc(N/N=C/c3ccccc3)nc2n1
  -6	6	9	-5	20	-3.7	-1	2
> COC(=O)N/N=C\C=C\c1ccc2c(c1)OCO2
  -3	-6	-2	-5	-5	2.3	-17	-4
> O=C(CSc1nnc(Nc2ccccc2)s1)NC1CCCC1
  5	-5	1	-8	9	0.9	3	-1
> CCN(C(=O)COC(=O)c1ccc2[nH]c3c(c2c1)CCCC3)C1CCS(=O)(=O)C1 (centres undefined)
  -3	-3	-2	4	-4	-0.8	10	-1
> CCOC(=O)N1CCC(NC(=O)CCc2c(C)nc3ncnn3c2C)CC1
  13	-4	-2	6	-1	-0.6	3	-2
> COc1ccc(S(=O)(=O)N2CCCN(CC(=O)C(C)(C)C)CC2)cc1
  -6	-7	2	0	-8	-0.1	1	-4
> NC(=O)c1cc(S(=O)(=O)NCc2ccc(F)cc2)cs1
  2	-3	1	6	3	-2.4	-8	0
> CCC(=O)Nc1cc(C(F)(F)F)ccc1N1CCCC1
  13	-2	2	-6	-4	-0.9	-6	0
> C/C(N)=C(/C#N)C(=O)CSc1nc(-c2ccccc2)c(-c2ccccc2)o1
  19	-3	-2	-2	14	2.9	0	1
> O=C(NCc1cccs1)C1CCCN(C(=O)Nc2ccccc2)C1 (centres undefined)
  -1	-4	-2	1	17	-1.7	4	-2
> c1ccc(C(c2ccccc2)N2CCN(Cc3nnnn3C3CCCC3)CC2)cc1
  17	-5	-3	6	14	2.2	-1	-3
> CCOC(=O)C(NC(=O)c1ccccc1OCC)(Nc1ncccn1)C(F)(F)F (centres undefined)
  6	3	-2	8	12	0.7	-2	2
> CCN(CC)c1ccc(C2NCC(c3ccc([N+](=O)[O-])cc3)O2)cc1 (centres undefined)
  -6	9	0	-5	-4	2.5	-4	10
> COc1ccc(C(CC(=O)O)NC(=O)c2sc3ccccc3c2Cl)cc1 (centres undefined)
  3	-4	1	0	6	-3.1	-26	-1
> COc1cccc(C(=O)Nc2cc(Cl)c(O)c(Cl)c2)c1
  11	-5	-9	3	-4	-0.9	-1	0
